High-throughput results from PubChem BioAssay.
C-LANA FP = inhibitors of KSHV C-LANA binding to DNA, primary screen, biochemical, fluorescence polarization, FAM-LBS DNA, MBP-C-LANA, single point. inhibition, % at 9 µM. 0.078% of 340,000 active. AID 504423, 2011;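 active = highest replicate inhibition at or above 60% at 9 µM, even if other replicates fall short; inactive = all replicates below 60% inhibition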;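 also: 0% = neutral control wells and 100% = 4 µM acridine orange control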
Cardiac RTF inh = cardiac RTF calcium sensitivity inhibitors, primary screen, biochemical, IANBD-TnC fluorescence, EC70 calcium | AID 493244, 2011 | inhibition, % at 7.15 µM | IANBD-labeled cardiac RTF, Ca2+ fluorescence | Troponin I, cardiac muscle (Homo sapiens) + Troponin T, cardiac muscle (Homo sapiens) + … | 0.12% of 340,000 active;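 active = inhibition above the mean inhibition of all tested compounds plus 3 SD, cut at about 17% in these data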;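 also: assay run at fixed EC70 calcium of 1.6 mM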
cardiac RTF act = cardiac RTF calcium sensitivity activators, primary screen, biochemical, IANBD-TnC fluorescence, EC20 calcium; Troponin I, cardiac muscle (Homo sapiens) + Troponin T, cardiac muscle (Homo sapiens) + …; IANBD-labeled TnC RTF fluorescence at EC20 calcium; 0% EC20 calcium, 100% full calcium; activation, % at 7.2 µM; 0.24% of 340,000 active; AID 493008, 2010;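 active = activation above the mean over all tested compounds plus 3 SD, cut at about 30% in these data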;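 also: rise in fluorescence read as greater calcium sensitivity of cardiac thin filaments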
Keap1 Nrf2 FP = Keap1-Nrf2 protein-protein interaction inhibitors, primary screen, biochemical, fluorescence polarization, single point; Kelch-like ECH-associated protein 1 (Homo sapiens), Q14145; Keap1 Kelch-Nrf2 peptide fluorescence polarization, 1536-well; inhibition, % at 9.4 µM; 0.15% of 340,000 active; AID 504523, 2011; in the data active = inhibition above about 12%; inconclusive = no clear call, values can overlap the other calls; inactive = below about 7.3%;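 also: human Keap1 Kelch domain with fluorescein labeled Nrf2 9mer peptide probe; 0% = neutral control wells and 100% = peptide positive control; higher means more block of Keap1 binding to Nrf2 peptide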
Target sequence (Q14145 whole entry, looked up, the tested form may be a part): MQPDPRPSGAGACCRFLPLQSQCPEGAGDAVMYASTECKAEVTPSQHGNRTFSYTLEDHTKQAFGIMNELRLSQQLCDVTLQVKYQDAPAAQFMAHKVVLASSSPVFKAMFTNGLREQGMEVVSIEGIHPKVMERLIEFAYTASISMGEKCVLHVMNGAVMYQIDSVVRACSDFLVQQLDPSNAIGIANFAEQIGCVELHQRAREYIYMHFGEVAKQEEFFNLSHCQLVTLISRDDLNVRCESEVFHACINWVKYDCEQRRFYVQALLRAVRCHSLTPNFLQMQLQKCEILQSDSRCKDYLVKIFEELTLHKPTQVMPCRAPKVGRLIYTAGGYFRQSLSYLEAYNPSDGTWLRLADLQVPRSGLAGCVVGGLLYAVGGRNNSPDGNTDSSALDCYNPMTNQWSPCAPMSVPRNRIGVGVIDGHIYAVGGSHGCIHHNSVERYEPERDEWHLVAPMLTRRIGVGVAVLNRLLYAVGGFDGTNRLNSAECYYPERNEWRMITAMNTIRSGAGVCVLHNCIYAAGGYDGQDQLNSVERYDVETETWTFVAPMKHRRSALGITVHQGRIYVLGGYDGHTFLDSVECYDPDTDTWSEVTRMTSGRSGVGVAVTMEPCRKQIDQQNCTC
V-ATPase pHluor = regulators of yeast V-ATPase proton pumping, primary screen, pHLuorin cytosolic pH fluorescence; S. cerevisiae; response, % at 10 µM; 0.37% of 350,000 active; AID 504577, 2011; in the data active = response mostly above about 7.3%, no sharp cut-off; inactive = mostly below about 5.4%; also: actives read high; inactives centre near 0; some compounds called inactive have numbers as strong as hits; reference of the scale not given here
HTR5A ag = HTR5A agonists in luminescence cell assay, primary screen, counter-screen for OPRM1-OPRD1 heterodimer agonist project, full-deck HTS; 0.61% of 340,000 active; cell-based; activation, % at 9.3 µM; 5-hydroxytryptamine receptor 5A (Homo sapiens), P47898; AID 504692, 2011; in the data active = activation mostly above about 9.5%, no sharp cut-off; inactive = mostly below about 7.6%;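 also: 0% = cells with vehicle only and 100% = reference agonist; strong numbers were not always called active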
Target sequence (P47898 whole entry, looked up): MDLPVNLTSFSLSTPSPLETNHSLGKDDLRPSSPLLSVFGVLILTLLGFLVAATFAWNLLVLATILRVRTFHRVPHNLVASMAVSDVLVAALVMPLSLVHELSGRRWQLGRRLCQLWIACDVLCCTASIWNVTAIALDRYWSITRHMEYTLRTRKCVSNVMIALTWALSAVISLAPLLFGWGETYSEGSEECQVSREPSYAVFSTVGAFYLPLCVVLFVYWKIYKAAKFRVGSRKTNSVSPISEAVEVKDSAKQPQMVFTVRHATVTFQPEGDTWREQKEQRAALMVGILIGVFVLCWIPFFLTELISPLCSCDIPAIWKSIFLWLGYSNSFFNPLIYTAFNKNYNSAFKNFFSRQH
HTR5A inv ag = HTR5A inverse agonists in luminescence cell assay, primary screen, counter-screen for OPRM1-OPRD1 heterodimer inverse agonist project, full-deck HTS. HTR5A cell line, inverse agonism. inhibition, % at 9.3 µM. 0.083% of 340,000 active. AID 504634, 2011; in the data active = inhibition mostly above about 23%, no sharp cut-off; inactive = mostly below about 18%;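 also: 0% = cells with DMSO and 100% = no-cell wells with DMSO; some compounds called inactive have numbers as strong as hits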
MOR-DOR inv ag = inverse agonists of MOR-DOR heterodimerization, primary screen, cell-based, luminescence; inhibition, % at 9.3 µM; Mu-type opioid receptor (Homo sapiens) + Delta-type opioid receptor (Homo sapiens), …; 0.21% of 340,000 active; cell-based MOR-DOR heterodimer luminescence, inverse agonism; AID 504357, 2011; in the data active = inhibition above about 22%, passing the limit was not always enough;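 also: 0% = cells with DMSO and 100% = wells without cells with DMSO; values of inactives mirror those of a sister screen read the other way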
CAL-PDZ inh HTS = untagged CAL PDZ binding inhibitors, primary screen, biochemical, fluorescence polarization, HTS; inhibition, % at 24.9 µM; AID 602252, 2012; 0.92% of 300,000 active; purified CAL PDZ, TMR-peptide fluorescence polarization, 1 h;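 active = mean inhibition of at least 30% with at least half of replicates also reaching 30%; inconclusive = no clear call, values can overlap the other calls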;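 also: 0% = DMSO neutral control and 100% = excess unlabeled competitor peptide PRC23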
MOR-DOR ag = agonists of OPRM1-OPRD1 heterodimerization, primary screen, cell-based, luminescence; Mu-type opioid receptor (Homo sapiens) + Delta-type opioid receptor (Homo sapiens), …; cells; activation, % at 9.3 µM; 0.3% of 340,000 active; AID 504326, 2011; in the data active = activation above about 18%;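 also: 0% = vehicle-treated cells and 100% = reference agonist; values of inactives mirror those of a sister screen read the other way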
Starred values were filed as active, the others as inactive; ? = inconclusive; nt = no result given.

SMILES | C-LANA FP | Cardiac RTF inh | cardiac RTF act | Keap1 Nrf2 FP | V-ATPase pHluor | HTR5A ag | HTR5A inv ag | MOR-DOR inv ag | CAL-PDZ inh HTS | MOR-DOR ag
O=C(CSc1ncn[nH]1)CSc1ncn[nH]1 | 1.5 | -3 | -2 | 4 | -2 | -3 | -4 | -6 | -3 | 1.2
Cc1cccc(NC(=O)c2ccc(NC(C)c3ccccc3)c([N+](=O)[O-])c2)n1 (configuration not stated) | -1.0 | -4 | 5 | -3 | -2 | -1 | 1 | 1 | 2 | -0.3
COc1cc2c(c(OC)c1OC)CC(=O)N(C)CC2 | -0.4 | -2 | -3 | -1 | 2 | 3 | 21 | 3 | -7 | -0.6
CCCCN(C(=O)c1ccc(N2C(=O)c3ccccc3C2=O)cc1)c1c(N)n(CC(C)C)c(=O)[nH]c1=O | -0.6 | -2 | -5 | -1 | -3 | -2 | 5 | 12 | -10 | -1.8
CCN1C(=O)[C@H]2[C@@H](c3ccc(C)cc3)N3C(=O)N(c4cccc(Br)c4)C(=O)[C@@]3(C)[C@H]2C1=O | 2.0 | -1 | 0 | ? | 1 | -2 | 19 | 6 | -3 | -1.0
CCC1=C(OC(=O)N(CC)CC)N2C(=O)OC(=NCCc3c[nH]c4ccccc34)[C@]2(Cc2ccccc2)[C@H]2C1=CC[C@H]1C(=O)N(C)C(=O)[C@H]12 | -2.5 | -11 | -4 | 2 | 0 | 7 | -7 | -1 | 0 | 0.1
O=C(NCCO)/C(=C\c1cccs1)NC(=O)c1cccs1 | -0.8 | -12 | -2 | 1 | 0 | 0 | -1 | 13 | -5 | -2.5
COc1ccc(Oc2coc3cc(OC(=O)c4cncc(Br)c4)ccc3c2=O)cc1 | -1.7 | 2 | -5 | -4 | 2 | 3 | -12 | 6 | nt | -1.1
NC(=O)c1ccccc1OCc1nc2ccccc2s1 | 0.1 | -1 | 0 | -2 | -3 | -2 | -6 | 12 | -4 | -1.9
CN1CCN(C(=O)Nc2ccc([N+](=O)[O-])cc2)CC1 | 6.6 | 8 | -6 | 3 | -1 | 2 | -5 | 16 | 0 | -3.2
CC(C)[C@H](NC(=O)c1c(F)cccc1F)C(=O)OCC(=O)NC(=O)NC1CCCC1 | -0.4 | 5 | -1 | -4 | 3 | -1 | 2 | 12 | -2 | -2.1
CCC1CCCCN1C(=O)CSc1nnc(CNC(=O)c2c(F)cccc2Cl)o1 (configuration not stated) | 0.0 | -5 | -7 | -3 | 0 | -3 | 5 | 17 | 5 | -3.2
COC(=O)c1nn(-c2cccc(C(F)(F)F)c2)ccc1=O | -1.2 | -1 | 4 | -3 | 1 | 2 | -9 | 17 | nt | -3.9
COc1ccccc1C(=O)NNS(=O)(=O)c1ccc(F)cc1 | 1.1 | -5 | -1 | 2 | 2 | 2 | -4 | 13 | -5 | -2.5
COc1ccc(C(=O)c2c(-c3ccc(OC)cc3)oc3ccc(-c4cc(OC)c(OC)c(OC)c4)cc23)cc1 | -1.8 | -16 | -2 | -4 | -1 | 6 | -15 | 15 | -1 | -2.6
Cc1ccccc1-c1nc2ccccc2[nH]1 | 1.3 | -2 | -6 | -1 | 1 | 1 | -2 | 3 | -2 | -0.6
COc1ccccc1N1C(=O)C2C3C=CC(C3)C2C1=O (configuration not stated) | -0.2 | -6 | 2 | -1 | 7 | 1 | 1 | 15 | -3 | -2.7
O=[N+]([O-])c1cccc2ccc(/C=C/c3ccc(F)cc3)nc12 | 3.6 | -8 | -2 | -6 | 0 | 0 | 7 | -4 | 11 | 0.8
O=C(CCOc1ccccc1)Nc1ccccc1F | 0.5 | -7 | 0 | 4 | 2 | 3 | -13 | 3 | 0 | -0.7
CN1CCN(S(=O)(=O)c2ccc(N3CCN(S(=O)(=O)/C=C/c4ccccc4)CC3)nc2)CC1 | 0.9 | 0 | -5 | -4 | 5 | 13 | -7 | -25 | -2 | 3.9

Looked up above.
O=[N+]([O-])c1cccc2ccc(/C=C/c3ccc(F)cc3)nc12 @ HTR5A ag: 0
COc1ccccc1C(=O)NNS(=O)(=O)c1ccc(F)cc1 @ V-ATPase pHluor: 2

The list goes on.
SMILES | C-LANA FP | Cardiac RTF inh | cardiac RTF act | Keap1 Nrf2 FP | V-ATPase pHluor | HTR5A ag | HTR5A inv ag | MOR-DOR inv ag | CAL-PDZ inh HTS | MOR-DOR ag
CCOC(=O)C1CCCN(C(=O)c2ccc3c(c2)OCCO3)C1 (configuration not stated) | -0.4 | -1 | 0 | -5 | -5 | -2 | -5 | 11 | -3 | -1.7
COc1cc(OC)cc(C2=NC3(CCC(C)CC3)NC2=S)c1 (configuration not stated) | 0.9 | 3 | -3 | 7 | 1 | 5 | -14 | -44 | -4 | 8.1
COC(=O)c1cc(C(=O)c2ccc(Cl)cc2Cl)cn1C | 1.3 | 0 | -1 | -5 | 8 | 3 | -7 | -6 | 0 | 1.2
COC(=O)c1ccc(N2CCN(S(=O)(=O)c3ccc(Br)cc3)CC2)c([N+](=O)[O-])c1 | 2.9 | -7 | -4 | -1 | -3 | 1 | -14 | 6 | -3 | -1.0
CN(CC(=O)Nc1ccccc1Cl)C(=O)COC(=O)/C=C/c1ccccc1 | 0.3 | -7 | -9 | -3 | 1 | 2 | -2 | 11 | -1 | -1.8
Cc1cc(C)c(S(=O)(=O)N2CCC(C(=O)NCc3ccc(Cl)cc3Cl)CC2)c(C)c1 | -0.2 | 2 | -4 | -4 | 3 | -2 | 23 | -27 | -7 | 5.3
O=C(NC(=S)Nc1ccc2oc(-c3ccncc3)nc2c1)c1ccccc1F | -0.4 | 0 | 2 | -3 | -3 | 0 | 5 | 14 | -4 | -2.7
Cc1cc(C)nc(SCc2ccc(C(=O)N/N=C/c3cccc(O)c3O)cc2)n1 | -0.2 | -3 | 0 | -3 | 5 | 2 | -27 | -29 | -5 | 5.7
COC(=O)c1cccc(NS(=O)(=O)c2ccc(OC)c(C(=O)N3CCOCC3)c2)c1C | -0.8 | -2 | 4 | 0 | 4 | 4 | -11 | 1 | -1 | -0.1
CCCn1c(=N)n(CC(=O)c2ccc(OCC(=O)OC)cc2)c2ccccc21 | 5.3 | -13 | 7 | 0 | -5 | 5 | -23 | 2 | nt | -0.5
O=S(=O)(c1ccccc1Cl)N1CCCC(c2nc(-c3cccnc3)no2)C1 (configuration not stated) | 2.4 | -5 | 4 | -5 | 5 | -1 | -9 | 6 | nt | -1.2
Cc1ccccc1C(=O)c1cccn1CC(=O)NCCC1=CCCCC1 | -1.2 | -7 | 2 | 0 | 1 | -3 | 7 | 3 | 56* | -0.5
CCC(C(=O)OCc1csc(CC(=O)Nc2ccccc2C)n1)c1ccccc1 (configuration not stated) | -0.9 | -19 | -1 | -6 | -1 | 2 | -5 | -21 | -8 | 5.5
CCOc1ccccc1N1CCN(C(=O)CCNS(=O)(=O)c2ccccc2F)CC1 | 0.7 | -21 | 3 | -3 | 1 | 0 | -1 | 3 | 3 | -0.5
CC1CC1C(=O)OCC(=O)NC(=O)c1ccc(C(C)(C)C)cc1 (configuration not stated) | 1.2 | 6 | -4 | -2 | -4 | 4 | -15 | -14 | 10 | 2.6
COc1ccnc2c1c(=O)n(Cc1c(F)cccc1Cl)c(=O)n2C | 0.1 | -3 | 0 | 0 | -1 | -1 | 3 | 0 | -1 | 0.1
C=CCNc1nc(Cl)nc(Nc2ccc(OC)cc2OC)n1 | -0.6 | 8 | -2 | -1 | 1 | 1 | 6 | 3 | -3 | -0.6
COC(=O)c1ccccc1NC(=O)CCc1ccccc1 | 0.0 | -1 | -1 | -2 | 2 | 0 | 11 | 0 | 0 | 0.0
CCC(Oc1ccccc1F)C(=O)NCCN1CCOCC1 (configuration not stated) | -1.5 | -9 | -4 | -9 | 1 | -4 | 10 | 0 | nt | -0.1
COc1ccccc1-n1c(C)cc(/C=C2\C(=N)N3N=C(CC(=O)N4CCOCC4)SC3=NC2=O)c1C | -2.1 | -3 | 2 | -2 | 3 | -3 | -1 | 17 | -1 | -3.4
Cc1cc(C)cc(N(CC(=O)NC2CCC(C)CC2)S(=O)(=O)c2c(C)noc2C)c1 (configuration not stated) | -0.5 | -6 | -1 | -3 | -4 | 1 | -4 | -3 | nt | 0.5
CCOC(=O)NC(=O)COC(=O)c1cccc2ccccc12 | -0.9 | 2 | 8 | -3 | 7 | 1 | -2 | -3 | 0 | 0.6
O=C(Cn1cccc(C(F)(F)F)c1=O)c1ccc(Cl)cc1 | 0.8 | 2 | 1 | -4 | -2 | 7 | -19 | 14 | -5 | -2.8
CC(C)OCCCNC(=O)CCSc1ccc(Cl)cc1 | -1.8 | -1 | -3 | -4 | -1 | 2 | -4 | 4 | -2 | -0.8
Cc1oc(-c2ccccc2Cl)nc1CS(=O)CC(=O)NCCc1ccccc1 (configuration not stated) | -0.8 | 1 | -2 | -8 | 1 | 0 | -3 | 4 | -3 | -0.7
O=C(O)CSc1nc2ccccc2n1Cc1ccccc1 | 14 | -3 | -7 | -4 | 1 | 0 | -2 | 8 | 2 | -1.8
NS(=O)(=O)c1ccc(NC(=O)COC(=O)c2cc(Cl)ccc2[N+](=O)[O-])cc1 | -0.7 | 1 | 6 | 0 | 0 | -1 | 2 | -26 | 1 | 4.9
COc1ccc(C/C(C)=N/NC(=O)c2ccc(C)cc2C)cc1 | 0.2 | -12 | -9 | 4 | -1 | 3 | -9 | -1 | -4 | 0.1
CCN(C(=O)COC(=O)c1ccc(O)cc1)c1cccc2ccccc12 | 1.3 | 2 | 1 | 2 | 0 | 5 | -22 | -1 | -6 | 0.3
COc1cccc(-c2nn(C)c3sc(C(=O)N4CCN(c5ccccn5)CC4)cc23)c1 | -0.9 | -6 | -3 | 1 | 2 | 3 | 5 | 3 | -3 | -0.5
CCCC(NC(=O)c1c(C)noc1C)C12CC3CC(CC(C3)C1)C2 (configuration not stated) | 1.2 | -3 | -6 | 1 | -1 | -5 | 47 | 10 | -1 | -1.8
CC(C)(C)N1C(=O)[C@H]2[C@@H](c3ccc(Br)cc3)N3C(=O)N(c4cccc(Br)c4)C(=O)[C@@]3(Cc3ccccc3)[C@H]2C1=O | -0.4 | 2 | 4 | -1 | 4 | -1 | 2 | -23 | 2 | 4.0
O=C(CN(CC1CCCO1)C(=O)CNS(=O)(=O)c1ccc(F)cc1)NCC1CCCO1 (configuration not stated) | 0.4 | -7 | 1 | 4 | -2 | 4 | -13 | -8 | -5 | 1.0
